From PubChem BioAssay
Chronic BCR inh – chronic active BCR signaling inhibition; ABC-DLBCL IkBa-CBG/CBR reporter, luminescence ratio, 4 h; Potency, µM (series often up to 46.1 µM), inactives show at the highest dose ratio change, negative = lower green/red ratio, usual class: inhibitors; hit rate 0.05% among 340,000; active = well fitted inhibition curve with a large enough effect in the signal ratio, with a control signal flat, not every such curve was filed as active; inconclusive = small, poorly fitted or top-dose-only effect, or effect the other way, or a change in a side signal; the % refers to the signal ratio;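 note: plate controls were basal doxycycline-induced cells for no effect and cells given 10 µM MG132 for full effect; MG132 reads +100%, hits lower the ratio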
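Doxycycline induced both beetle luciferases in TMD8 lymphoma cells; IKK-driven degradation limits the IkappaBalpha-fused green signal, while red luminescence normalises for cell number and nonspecific effects. Compounds tested up to 46 uM, 4 hrs.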
* hit, by the source's call; ? = inconclusive. Potency is the fitted concentration of half-maximal effect. These rows are one share of the data; count on the stated rates, not on these rows.

SMILES	Chronic BCR inh
CCn1ccc2c(OCC(=O)Nc3ccc(OC)cc3OC)cccc2c1=O	19%
CCSc1nc2c([nH]c3ccccc32)c(=O)n1CC	-7%
O=C(Nc1ccccc1Br)c1cc(S(=O)(=O)NC2CCCCC2)ccc1F	?
COc1ccccc1NC(=O)CSc1nc2ccccc2c(=O)n1CCC(=O)NC1CCCCC1	?
CC(C)c1ccc(NC(=O)CSC2=Nc3ccccc3C3=NC(CCC(=O)NCc4cccs4)C(=O)N23)cc1 (centres undefined)	14%
O=C(Nc1cc(Cl)ccc1Cl)C1(c2cccs2)CCOCC1	?
CCC(CC)C(=O)N1CCc2cc(OC)c(OC)cc2C1COc1ccc(C(=O)OC)cc1 (centres undefined)	0%
COc1ccc(-c2cc(C(C)=O)c(C)n2CCC(=O)Nc2cc(Cl)ccc2C)cc1	?
CCc1ccccc1NC(=O)c1oc(=O)c2ccccc2c1-c1ccccc1	-6%
CN(C)c1ccc(Nc2ncnc3c2c(-c2ccccc2)cn3-c2cccc(Cl)c2)cc1	-9%
COc1ccc(C(=O)Nc2ccc3c(c2)N(C2CCCC2)C(=O)c2ccccc2S3)cc1OC	?
O=C1Nc2ccccc2Oc2cc(Oc3ccc(Cl)cc3)ccc21	?
COc1ccccc1CNC(=O)CSc1cc(C)[nH]c(=O)n1	16%
CCOc1ccccc1CNC(=O)c1cc(-c2ccc(C)c(C)c2)nc2ccccc12	?
CCOC(=O)c1c(C)[nH]c(C)c1S(=O)(=O)N1CCCC(C(=O)NCc2ccc(C)cc2)C1 (centres undefined)	?
Cc1cccc(NC(=O)CSc2nnc3[nH]c(=O)cc(C)n23)c1C	-6%
Cc1ccc(C)c(N2C(=O)N(C)c3ccccc3S2(=O)=O)c1	-3%
CN(C1CCCCC1)S(=O)(=O)c1ccc(F)c(C(=O)Nc2ccc(C(F)(F)F)cc2)c1	?
CCOCCCn1c(SCC(=O)NCc2ccccc2)nc2c(sc3ccccc32)c1=O	15%
COc1cccc(-c2ccc3c(N)c(C(=O)Nc4ccccc4C)sc3n2)c1	?

Molecules from the list above that have fluorine:
SMILES	Chronic BCR inh
O=C(Nc1ccccc1Br)c1cc(S(=O)(=O)NC2CCCCC2)ccc1F	?
CN(C1CCCCC1)S(=O)(=O)c1ccc(F)c(C(=O)Nc2ccc(C(F)(F)F)cc2)c1	?

Next section
SMILES	Chronic BCR inh
Cc1nn(CC(=O)NCCc2ccccc2)c(=O)c2nn(-c3ccccc3)c(C)c12	?
CCc1ccc(-n2c(SC(CC)C(=O)N(CC)CC)nc3n[nH]c(C)c3c2=N)cc1 (centres undefined)	?
CCOCCCn1c(SCC(=O)NCCCOC)nc2c(sc3ccccc32)c1=O	-8%
O=C(NC1CC(=O)N(c2ccc(F)cc2)C1)c1cccs1 (centres undefined)	3%
COc1ccc(CCNC(=O)C(=O)NCC(c2ccco2)S(=O)(=O)c2ccc(F)cc2)cc1 (centres undefined)	?
CC(C)OCCCn1c(SCc2ccccc2C#N)nc2c(sc3ccccc32)c1=O	-28%
CC(=O)c1ccc(Oc2nc(C)nc3c2oc2ccccc23)cc1	5%
Cc1ccc(Nc2sc(C(=O)c3ccccc3)c(N)c2C(=O)Nc2ccc(Cl)cc2)cc1	?
COc1cc(Cl)c(C)cc1NC(=O)CN1c2ccccc2S(=O)(=O)c2ccccc21	22%
CCC(Sc1nnc(-c2ccc(OC)cc2)c(-c2ccc(OC)cc2)n1)C(=O)Nc1cccc(OC)c1 (centres undefined)	?
O=C(NC1CC(=O)N(c2cccc(F)c2)C1)C(c1ccccc1)c1ccccc1 (centres undefined)	4%
CC(=O)Nc1cccc(C(=O)NCc2ccc3c(c2)CCN3C(=O)c2ccc(F)cc2)c1	6%
CCOc1ccc(CN2C(=O)c3ccccc3C2C(=O)NCCc2ccc(OC)c(OC)c2)cc1 (centres undefined)	?
Cc1cccn2c(=O)c(C(=O)N3CCN(c4ccccc4)CC3)cnc12	-23%
Cc1ccc(-c2noc(C(C)NS(=O)(=O)c3ccc(C)cc3)n2)cc1 (centres undefined)	-5%
COc1ccc(NC(=O)c2c(NCc3cccc(F)c3)sc3c2CCCC3)c(OC)c1	-22%
Cc1cccc(NC(=O)COc2cccc3c(=O)n(C)ccc23)c1C	-21%
COc1ccc(OC)c(CNC(=O)c2ccc(Sc3ccc(C)cc3)c(N)c2)c1	?
O=C(NCCc1ccccc1)C(=O)NCC(c1cccs1)S(=O)(=O)c1cccs1 (centres undefined)	-5%
COc1ccc(-c2nc3c4ccccc4n(CC(=O)N4CCN(c5ccc(F)cc5)CC4)c(=O)n3n2)cc1	?

A portion from the list above, as a working copy:
SMILES	Chronic BCR inh
O=C(NCCc1ccccc1)C(=O)NCC(c1cccs1)S(=O)(=O)c1cccs1 (centres undefined)	-5%
COc1ccc(-c2nc3c4ccccc4n(CC(=O)N4CCN(c5ccc(F)cc5)CC4)c(=O)n3n2)cc1	?

Further records follow.
SMILES	Chronic BCR inh
Cc1ccc(C)c(-n2cc(-c3ccccc3)nc2SCC(=O)Nc2ccccc2)c1	19%
CN1CCN(C(=O)C(=O)Nc2c3c(nn2-c2cccc(Cl)c2)CSC3)CC1	-2%
Cc1ccc(CNC(=O)C2CCN(Cc3nc(-c4cccc(Br)c4)oc3C)CC2)cc1	0%
COc1ccccc1NC(=O)C1=C(C)Nc2nc(SCC(=O)c3ccc(C)cc3)nn2C1c1ccc(F)cc1 (centres undefined)	0%
COc1ccc(N2CC(NC(=O)C3CCCCC3)CC2=O)cc1OC (centres undefined)	29%
O=C(C1CCN(S(=O)(=O)c2cccc3nonc23)CC1)N1CCN(c2cccc(Cl)c2)CC1	8%
O=C(Nc1ccc(Br)cc1)c1ccc(Br)c(S(=O)(=O)N2CCCCC2)c1	24%
COc1ccccc1CNC(=O)C(=O)NCC(c1ccco1)S(=O)(=O)c1ccc(F)cc1 (centres undefined)	-24%
CC1=Nc2cc(C(=O)NC3CCCC3)ccc2Sc2ccc(Cl)cc21	?
CC1CCN(S(=O)(=O)c2ccc3c(c2)N(CC(=O)NC(C)C)C(=O)CO3)CC1	10%
COc1cccc(N2CC(NC(=O)c3cccs3)CC2=O)c1 (centres undefined)	-19%
O=C(NCc1ccc(Cl)cc1)C1(c2cccs2)CCOCC1	0%
Cc1ccc(C)c(CN2C(=O)N(c3cc(Cl)ccc3C)S(=O)(=O)c3ccccc32)c1	-5%
O=C(NCc1ccccc1)C(=O)NCC(c1ccco1)S(=O)(=O)c1ccc(Cl)cc1 (centres undefined)	-16%
CC(C)CCNC(=O)c1ccc2c(c1)N(Cc1cccc(Cl)c1)C(=O)c1ccccc1S2	0%
Cc1ccc(CNC(=O)c2ccc(CS(=O)(=O)Cc3ccc(F)cc3)o2)cc1	?
Cc1cccc(CC(=O)NC2CC(=O)N(c3ccc4c(c3)OCCO4)C2)c1 (centres undefined)	?
CCCCNC(=O)C(CC)Sc1nc2ccccc2c(=O)n1Cc1ccco1 (centres undefined)	2%
CCCC(=O)N(c1ccc2oc(C)c(C(C)=O)c2c1)S(=O)(=O)c1ccc(CC)cc1	2%
CCOC(=O)N1CCc2c(sc(NCc3sccc3C)c2C(=O)Nc2ccccc2OCC)C1	9%
Cc1ccc(-n2ncc3c(Nc4cccc(Cl)c4)ncnc32)c(C)c1	?
COc1cccc(/C=C/c2onc(C)c2S(=O)(=O)N2CCC(C(=O)N3CCCCC3)CC2)c1	-4%
Cc1ccc(-c2nc3scc(CCNS(=O)(=O)c4ccc(C)c(C)c4)n3n2)cc1	4%
COC(=O)c1ccccc1NC(=O)c1sc2nc(C)cc(C)c2c1NC(=O)c1ccccc1OC	6%
Cc1ccc(C)c(NC(=O)CSc2nc(=O)n(Cc3ccncc3)c3c2CCC3)c1	3%
Cc1ccc(S(=O)(=O)NCC(c2ccco2)N2CCN(c3ccccc3F)CC2)cc1 (centres undefined)	-16%
CCOc1cccc2cc(-c3nc(-c4ccc(Cl)cc4)c(C)s3)c(=O)oc12	-8%
COc1ccc(CC(=O)Nc2ccc(-c3nc4ccccc4s3)c(C)c2)cc1	?
O=C(CC1N=C2c3ccccc3N=C(SCC(=O)Nc3ccc(F)cc3)N2C1=O)NCc1cccs1 (centres undefined)	?
CCc1ccccc1NC(=O)c1ccc(F)c(S(=O)(=O)NC2CCCCCC2)c1	-1%
Cc1ccccc1Nc1ncnc2c1c(-c1ccccc1)cn2-c1ccc(F)cc1	-3%
COc1ccc(CC(=O)NC2CC(=O)N(c3cccc(F)c3)C2)cc1OC (centres undefined)	-23%
Cc1ccc(-c2nc3sc(CCNS(=O)(=O)c4cc(F)ccc4F)c(C)n3n2)cc1	14%
Cc1cccc(-n2ncc3c(NC4CCCC4)ncnc32)c1	?
COc1cccc(NC(=O)CSc2nc(=O)n(Cc3ccco3)c3c2CCC3)c1	-4%
CC(=O)Nc1ccc(S(=O)(=O)NCC2CCC(C(=O)NCCN(CC(C)C)CC(C)C)CC2)cc1 (centres undefined)	-17%
O=C(NCCc1ccccc1)C(=O)NCC(c1ccco1)S(=O)(=O)c1cccs1 (centres undefined)	-15%
CCCn1c2ccccc2c2cnn(CC(=O)NCc3ccc(OC)cc3)c(=O)c21	-10%
Cc1ccc(CNS(=O)(=O)c2cc(C(=O)Nc3cccc(C(F)(F)F)c3)ccc2F)cc1	22%
COc1ccc(-n2cc(-c3ccccc3)c3c(NC4CCCC4)ncnc32)cc1	?

Shown with bars between the fields: entries from further up
mol | Chronic BCR inh
CC1=Nc2cc(C(=O)NC3CCCC3)ccc2Sc2ccc(Cl)cc21 | ?
CC1CCN(S(=O)(=O)c2ccc3c(c2)N(CC(=O)NC(C)C)C(=O)CO3)CC1 | 10%
COc1cccc(N2CC(NC(=O)c3cccs3)CC2=O)c1 (centres undefined) | -19%
O=C(NCc1ccc(Cl)cc1)C1(c2cccs2)CCOCC1 | 0%
Cc1ccc(C)c(CN2C(=O)N(c3cc(Cl)ccc3C)S(=O)(=O)c3ccccc32)c1 | -5%
O=C(NCc1ccccc1)C(=O)NCC(c1ccco1)S(=O)(=O)c1ccc(Cl)cc1 (centres undefined) | -16%
CC(C)CCNC(=O)c1ccc2c(c1)N(Cc1cccc(Cl)c1)C(=O)c1ccccc1S2 | 0%
Cc1ccc(CNC(=O)c2ccc(CS(=O)(=O)Cc3ccc(F)cc3)o2)cc1 | ?
Cc1cccc(CC(=O)NC2CC(=O)N(c3ccc4c(c3)OCCO4)C2)c1 (centres undefined) | ?
CCCCNC(=O)C(CC)Sc1nc2ccccc2c(=O)n1Cc1ccco1 (centres undefined) | 2%
CCCC(=O)N(c1ccc2oc(C)c(C(C)=O)c2c1)S(=O)(=O)c1ccc(CC)cc1 | 2%
CCOC(=O)N1CCc2c(sc(NCc3sccc3C)c2C(=O)Nc2ccccc2OCC)C1 | 9%
Cc1ccc(-n2ncc3c(Nc4cccc(Cl)c4)ncnc32)c(C)c1 | ?
COc1cccc(/C=C/c2onc(C)c2S(=O)(=O)N2CCC(C(=O)N3CCCCC3)CC2)c1 | -4%
Cc1ccc(-c2nc3scc(CCNS(=O)(=O)c4ccc(C)c(C)c4)n3n2)cc1 | 4%
COC(=O)c1ccccc1NC(=O)c1sc2nc(C)cc(C)c2c1NC(=O)c1ccccc1OC | 6%
Cc1ccc(C)c(NC(=O)CSc2nc(=O)n(Cc3ccncc3)c3c2CCC3)c1 | 3%
Cc1ccc(S(=O)(=O)NCC(c2ccco2)N2CCN(c3ccccc3F)CC2)cc1 (centres undefined) | -16%
CCOc1cccc2cc(-c3nc(-c4ccc(Cl)cc4)c(C)s3)c(=O)oc12 | -8%
COc1ccc(CC(=O)Nc2ccc(-c3nc4ccccc4s3)c(C)c2)cc1 | ?
O=C(CC1N=C2c3ccccc3N=C(SCC(=O)Nc3ccc(F)cc3)N2C1=O)NCc1cccs1 (centres undefined) | ?
CCc1ccccc1NC(=O)c1ccc(F)c(S(=O)(=O)NC2CCCCCC2)c1 | -1%
Cc1ccccc1Nc1ncnc2c1c(-c1ccccc1)cn2-c1ccc(F)cc1 | -3%
COc1ccc(CC(=O)NC2CC(=O)N(c3cccc(F)c3)C2)cc1OC (centres undefined) | -23%
Cc1ccc(-c2nc3sc(CCNS(=O)(=O)c4cc(F)ccc4F)c(C)n3n2)cc1 | 14%
Cc1cccc(-n2ncc3c(NC4CCCC4)ncnc32)c1 | ?
COc1cccc(NC(=O)CSc2nc(=O)n(Cc3ccco3)c3c2CCC3)c1 | -4%
CC(=O)Nc1ccc(S(=O)(=O)NCC2CCC(C(=O)NCCN(CC(C)C)CC(C)C)CC2)cc1 (centres undefined) | -17%
O=C(NCCc1ccccc1)C(=O)NCC(c1ccco1)S(=O)(=O)c1cccs1 (centres undefined) | -15%

More compounds
SMILES	Chronic BCR inh
COc1ccc(Cl)cc1NC(=O)c1c(NCc2cccs2)sc2c1CCCC2	?
Cc1cc(C)cc(NC(=O)CN2C(=O)c3ccccc3Sc3ccc(C(=O)N4CCOCC4)cc32)c1	?
Cc1ccc(CNC(=O)c2c[nH]c3ccc(S(=O)(=O)N4CCOCC4)cc3c2=O)cc1	6%
O=C(C1COc2ccccc2O1)N(Cc1cccnc1)c1nc2ccc(Cl)cc2s1 (centres undefined)	6%
CCOc1ccc(N2CC(NC(=O)Cc3cccs3)CC2=O)cc1 (centres undefined)	-4%
COc1ccc(NC(=O)C2=C(C)Nc3nc(CCCO)nn3C2c2ccc(O)cc2)cc1 (centres undefined)	-6%
